aSyn 5UTR inh = MLPCN primary screen, SNCA 5' untranslated region | alpha-synuclein 5'UTR reporter, inhibitor activity | inhibition, % (tested at 7.5 µM) | hit rate 0.82% among 300,000; in the data active means inhibition above about 60%;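 further: H4 neuroglioblastoma cells stably carrying SNCA 5'UTR luciferase fusion; 0% = DMSO wells and 100% = positive control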
HSF1 inh = HSF1 inhibition. NIH3T3-HGL HSE-luciferase, MG132-induced, luminescence 8 h; active compounds read low. activity change, negative = inhibition, % at 7.5 µM (by protocol). hit rate 0.77% among 300,000;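 active means more than half of replicate wells show activity change below -50%, luminescence cut by over half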;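 further: luciferase reports HSF-1 transcriptional activity via heat shock element; 0% = median of DMSO wells and -100% = zero luminescence signal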
GSK3A inh = blocks human GSK-3 alpha kinase; hit rate 0.1% among 320,000; ADP-Glo luminescence, 60 min; AID 2650; P49840; inhibition, % at 10 µM;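 in the data active means inhibition above about 50%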;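 further: GST-tagged GSK-3 alpha with peptide substrate and 25 µM ATP; 0% = DMSO neutral wells and 100% = GW8510 positive control wells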
Target sequence (P49840 whole entry, looked up): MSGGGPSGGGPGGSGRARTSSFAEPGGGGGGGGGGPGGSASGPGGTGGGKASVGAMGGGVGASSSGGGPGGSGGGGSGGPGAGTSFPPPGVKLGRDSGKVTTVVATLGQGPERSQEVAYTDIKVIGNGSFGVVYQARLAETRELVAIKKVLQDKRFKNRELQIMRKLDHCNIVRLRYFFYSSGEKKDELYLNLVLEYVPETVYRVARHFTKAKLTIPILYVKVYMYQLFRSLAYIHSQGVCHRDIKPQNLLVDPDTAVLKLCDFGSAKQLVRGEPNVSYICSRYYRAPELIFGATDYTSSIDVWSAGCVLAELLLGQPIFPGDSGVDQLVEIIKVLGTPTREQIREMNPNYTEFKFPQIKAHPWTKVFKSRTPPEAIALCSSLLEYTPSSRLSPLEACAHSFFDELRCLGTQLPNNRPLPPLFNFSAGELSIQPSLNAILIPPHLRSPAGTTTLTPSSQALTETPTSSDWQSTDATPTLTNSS
HSP90 refold inh = HSP90 refolding inhibition in rabbit reticulocyte lysate. luciferase refolding luminescence, 3 h. inhibition, % at 5.6 µM. hit rate 0.91% among 290,000. AID 1789;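 active means inhibition above the screen-wide mean plus 3 SD, computed separately per campaign, cut at about 16% in these data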;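 further: 0% = DMSO wells and 100% = 60 µM geldanamycin wells; inhibitors lower the luminescence because luciferase stays unfolded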
GSK3B inh = human GSK3beta kinase inhibition; P49841; GST-GSK3beta kinase, ADP-Glo luminescence, 60 min; active compounds read low; activity score (negative = inhibition), % at 10 µM; hit rate 0.038% among 300,000; AID 2097;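 active means more than half of replicate wells score below -50%, meaning over 50% inhibition versus plate controls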;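 further: 0% = median DMSO wells and -100% = median GW8510 positive control wells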
Target sequence (P49841 whole entry, looked up): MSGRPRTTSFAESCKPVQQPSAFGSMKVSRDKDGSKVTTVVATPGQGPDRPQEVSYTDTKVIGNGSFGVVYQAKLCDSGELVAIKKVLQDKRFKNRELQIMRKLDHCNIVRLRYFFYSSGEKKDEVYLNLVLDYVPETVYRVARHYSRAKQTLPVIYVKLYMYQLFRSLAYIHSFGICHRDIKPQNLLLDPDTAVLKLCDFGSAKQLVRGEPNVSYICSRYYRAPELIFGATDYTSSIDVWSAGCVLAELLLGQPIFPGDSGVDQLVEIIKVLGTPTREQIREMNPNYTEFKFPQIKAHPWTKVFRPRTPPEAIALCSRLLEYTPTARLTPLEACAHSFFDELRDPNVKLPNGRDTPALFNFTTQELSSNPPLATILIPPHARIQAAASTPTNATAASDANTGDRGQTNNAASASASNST
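Test system – GST-tagged human GSK3beta kinase, cell-free · Incubation – 60 min enzyme reaction, room temperature · Signal – ADP-Glo luminescence · Also added – peptide substrate and ATP at 25 µM · Controls – DMSO neutral wells and GW8510 at 20 µM as positive · Buffer or medium – Tris/MgCl2 kinase buffer · Measure – Luminescence-derived activity versus plate DMSO and GW8510 wells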
IEC-6 tox = IEC-6 cytotoxicity, counter-screen for KLF5 inhibitors | luminescence viability | inhibition, % at 5 µM | hit rate 0.78% among 290,000 | AID 1825; in the data active means inhibition above about 22%;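 further: 0% = plate median of test compound wells and 100% = cytotoxic reference compound wells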
DYRK1A inh = Dyrk1A (rat) kinase inhibition; Q63470; ADP-Glo luminescence, NFATc1 peptide; inhibition, % at 12.5 µM; hit rate 0.43% among 310,000; in the data active means inhibition above about 50%;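 further: plate controls were vehicle with enzyme for no effect and no enzyme for full effect; many of its hits are not listed in these tables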
HSF-1 act = increases HSF-1 driven luciferase reporter signal. NIH3T3-HGL HSF-1 luciferase reporter, MG132, 8 h; 100% = twice DMSO control signal. activation, % at 9 µM. hit rate 1.7% among 300,000;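 active means mean replicate activation of at least 50% with a set share of replicates each reaching 50%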;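 further: 0% = median of the neutral control wells and 100% = twice that signal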
Platelet DG rel = platelet dense granule release activity | hit rate 0.22% among 300,000 | inhibition, %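 (compounds screened at 7.5 µM in platelet-rich plasma)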 | human platelet-rich plasma, SFLLRN dense granule ATP release, luminescence | AID 1663;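 active means mean replicate score, as percent of positive control, at or above 50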
KLF5 inhibitor = suppresses KLF5 promoter-driven expression; DLD-1 KLF5 promoter-luciferase reporter, luminescence; inhibition, % at 5 µM; hit rate 0.23% among 290,000;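 active means inhibition above a per-plate limit of that plate's mean compound inhibition plus 3 SD, cut at about 60% in these data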;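 further: 0% = DMSO wells and 100% = LY294002 at 200 µM; higher means less KLF5 promoter-driven luciferase light; inactives centre near -14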
The depositor's hits bear a star; . = no result given. The list is partial; rates above refer to the full screens.

SMILES | aSyn 5UTR inh | HSF1 inh | GSK3A inh | HSP90 refold inh | GSK3B inh | IEC-6 tox | DYRK1A inh | HSF-1 act | Platelet DG rel | KLF5 inhibitor
O=C(N/C(=C\c1ccc(-c2ccccc2)o1)C(=O)N1CCOCC1)c1ccccc1 | . | . | . | 4 | . | 5 | 7 | . | . | 6
O=C(NCc1cccnc1)c1ccc([N+](=O)[O-])o1 | -117 | 29 | . | 2 | -3 | 32* | -3 | 70* | 0 | -17
CCC(C)NC(=O)C1CCN(S(=O)(=O)c2cc([N+](=O)[O-])ccc2Cl)CC1 (stereo not drawn) | -23 | 3 | 0 | 4 | 1 | -2 | 4 | -8 | 10 | 10
C=CC[n+]1c(-c2ccc(C)cc2)csc1Nc1ccc(NC(C)=O)cc1 | 100* | . | . | -1 | -4 | -1 | -6 | . | 20 | 13
COc1ccccc1N1C(=O)C2C3C=CC(CC3)C2C1=O (stereo not drawn) | 5 | -2 | -4 | -3 | 0 | -5 | . | -2 | 10 | -39
CCOc1ccc(NC(=O)c2ccccc2CO)cc1 | -86 | 8 | 1 | 1 | 6 | 7 | 4 | -7 | 5 | -40
CC(C)CCn1c(C(C)O)nc2ccccc21 (stereo not drawn) | . | . | -3 | 1 | . | 1 | 1 | . | . | -8
COc1ccc(S(=O)(=O)Nc2ccc(O)c(Sc3ncn[nH]3)c2)cc1 | -9 | 6 | 1 | 2 | 4 | 10 | 16 | -17 | 9 | -33
COC(=O)c1c(SCC(=O)Nc2ccc(C)cc2)nc(=O)[nH]c1C | 2 | 3 | -2 | 3 | 1 | -2 | 2 | 7 | -5 | -18
CCOC(=O)C1=C(C)NC(=O)NC1c1ccc(N(C)C)cc1 (stereo not drawn) | 10 | 9 | . | 2 | 2 | 3 | 2 | 37 | 1 | -24
c1ccc(-c2nnc3sc(CN4CCC5(CC4)OCCO5)cn23)cc1 | -38 | 2 | 1 | 3 | 2 | -5 | 4 | -3 | 0 | -8
Cc1cc(C)cc(-n2nc(C)cc2N)c1 | -4 | -19 | -1 | 2 | -1 | 8 | 3 | -15 | 0 | 1
CCOC(=O)CC1C(=O)NCCN1C1CCCC1 (stereo not drawn) | -2 | -1 | -3 | 5 | -2 | 13 | 1 | 17 | 12 | 1
COC(=O)c1ccccc1NC(=O)C1CC(=O)N(c2ccc(OC)cc2)C1 (stereo not drawn) | -23 | -3 | -3 | 7 | 1 | 0 | -7 | -12 | 5 | -4
CCCC(C)NC(=S)NC(=O)c1cc(S(=O)(=O)N2CCOCC2)ccc1C (stereo not drawn) | 41 | 6 | 0 | -1 | 6 | -3 | -7 | -7 | 23 | 14
N#CSCC(=O)c1cccc2ccccc12 | . | . | -2 | -3 | . | -8 | 3 | . | . | 9
O=C(Nc1ccc(C(=O)O)cc1)/C(=C/c1ccc2c(c1)OCO2)NC(=O)c1cccc(Br)c1 | -2 | 7 | 0 | -2 | -4 | 0 | 4 | 12 | 1 | -59
O=C(CCc1nnc2n(Cc3ccccc3)c(=O)c3ccccc3n12)NCCCN1CCCCC1 | -11 | -2 | -1 | -1 | -2 | -1 | -3 | -5 | -4 | -12
Cc1nnc(SCCn2c(N(C)Cc3ccccc3)nc3c2c(=O)[nH]c(=O)n3C)s1 | 1 | -5 | -2 | -2 | 0 | -3 | 4 | -2 | 1 | -31
O=S(=O)(NC(=S)NC1CCCCC1)c1ccccc1 | 21 | 2 | -1 | 1 | 5 | 0 | 4 | -1 | 8 | -20

For reference, 4 of the compounds above:
SMILES | aSyn 5UTR inh | HSF1 inh | GSK3A inh | HSP90 refold inh | GSK3B inh | IEC-6 tox | DYRK1A inh | HSF-1 act | Platelet DG rel | KLF5 inhibitor
O=C(Nc1ccc(C(=O)O)cc1)/C(=C/c1ccc2c(c1)OCO2)NC(=O)c1cccc(Br)c1 | -2 | 7 | 0 | -2 | -4 | 0 | 4 | 12 | 1 | -59
O=C(CCc1nnc2n(Cc3ccccc3)c(=O)c3ccccc3n12)NCCCN1CCCCC1 | -11 | -2 | -1 | -1 | -2 | -1 | -3 | -5 | -4 | -12
Cc1nnc(SCCn2c(N(C)Cc3ccccc3)nc3c2c(=O)[nH]c(=O)n3C)s1 | 1 | -5 | -2 | -2 | 0 | -3 | 4 | -2 | 1 | -31
O=S(=O)(NC(=S)NC1CCCCC1)c1ccccc1 | 21 | 2 | -1 | 1 | 5 | 0 | 4 | -1 | 8 | -20

Further compounds:
SMILES | aSyn 5UTR inh | HSF1 inh | GSK3A inh | HSP90 refold inh | GSK3B inh | IEC-6 tox | DYRK1A inh | HSF-1 act | Platelet DG rel | KLF5 inhibitor
CCN(CC)C(=O)c1ccccc1NS(=O)(=O)c1ccc(C)cc1 | -10 | -8 | 1 | -1 | 2 | -1 | 2 | -10 | -1 | -14
Cc1cccc(/C=N/NC(=O)c2cc(-c3cccnc3)nc3c2c(C)nn3-c2ccccc2)c1 | -3 | -7 | -1 | 0 | 1 | 1 | -58 | 4 | 13 | -3
Cc1n[nH]c(C)c1S(=O)(=O)N1CCCCCC1 | 10 | 1 | -2 | 2 | -4 | -2 | 4 | 3 | -1 | -31
CNC(=S)N/N=C/c1cc(Br)c(OCc2ccncc2)c(OC)c1 | 30 | 2 | 0 | -1 | 1 | 2 | . | -11 | 9 | -26
Cc1cc(C)cc(NC(=O)N2CCC(NC(=O)c3ccccc3C)CC2)c1 | 6 | -2 | 1 | 1 | 0 | -1 | 0 | 15 | -1 | -6
COc1cc(C(=S)N2CCOCC2)cc(OC)c1OS(=O)(=O)c1ccc(C)cc1 | 2 | -12 | 1 | 5 | -6 | 1 | 36 | -2 | 0 | -17
O=C(CSc1oc(-c2ccccc2)nc1S(=O)(=O)c1ccc(F)cc1)NCC1CCCO1 (stereo not drawn) | 6 | 0 | -1 | 4 | 0 | 3 | -7 | -11 | 6 | -8
O=C(COc1ccc2ccccc2c1)NNC(=O)C(=O)Nc1ccccc1 | 3 | -4 | -1 | 0 | 3 | -9 | -1 | 5 | 4 | -4
C/C(CC(=O)NCC(C)C)=N\NC(=O)COc1cc(C)c(Br)cc1Br | 3 | 8 | -2 | -2 | 2 | 12 | . | 32 | 1 | -12
O=C(NCCc1ccccc1)c1nc2c(nnn2Cc2ccccc2Cl)c(=O)[nH]1 | 2 | -1 | -8 | 1 | 8 | 0 | -5 | 21 | 1 | -26
O=C(Nc1ccc(F)cc1Cl)c1ccc2c(=O)n3c(nc2c1)CCC3 | -109 | 10 | 6 | . | -1 | . | -3 | 31 | -16 | .
COc1ccc(NC(=O)CC2C(=O)N(C)C(=S)N2CCc2ccccc2)cc1 (stereo not drawn) | 6 | 5 | -4 | -8 | 14 | -5 | 8 | 27 | 1 | -30
CCOC(=O)Oc1ccc2oc(C)c(C(=O)OCCOC)c2c1 | -13 | 2 | . | 4 | 1 | -2 | 4 | -3 | 7 | -42
O=c1[nH]c(/C=C\c2cccc(C(F)(F)F)c2)nc(O)c1[N+](=O)[O-] | -35 | -7 | . | 9 | 3 | 1 | 2 | 5 | 1 | -18
CSc1ncc(C(=O)O)c(C)n1 | -11 | -3 | 2 | 1 | -1 | -1 | -3 | 4 | 6 | -12
C/C(CC(=O)Nc1ccc(Cl)c(Cl)c1)=N\NC(=O)Cc1ccccc1 | -13 | -5 | . | -4 | -1 | -10 | 6 | 19 | -4 | -13
CN1CCN(C(=O)C2CCN(S(=O)(=O)c3ccc(F)cc3)CC2)CC1 | 2 | -7 | -1 | -2 | 4 | 1 | -4 | -10 | 13 | -15
Cc1ccc(C(C)NC(=O)c2cc3cc(Br)ccc3oc2=N)cc1 (stereo not drawn) | -12 | 3 | -1 | 0 | 0 | -1 | -4 | 2 | -16 | -3
COc1cccc(NC(=O)/C=C/c2ccccc2[N+](=O)[O-])c1 | -202 | -3 | 1 | -6 | 1 | -6 | 18 | 2 | 5 | -123
Cc1ccc(NC(=O)OC(C)CNC(=O)Oc2cccc(C)c2)cc1 (stereo not drawn) | -93 | 19 | -2 | -2 | 2 | 0 | 2 | 18 | 1 | -57
O=C(CN1C(=O)NC2(CCCCC2)C1=O)Nc1ccc(S(=O)(=O)N2CCOCC2)cc1 | 13 | -8 | 2 | -3 | . | -4 | -4 | -26 | -6 | -3
COc1ccc(Br)cc1S(=O)(=O)N1CCCc2ccccc21 | 7 | -23 | -3 | 2 | 2 | 6 | . | -39 | 9 | -41
COc1cccc(NC(=S)NC(=O)Cc2ccc(Cl)cc2)c1 | 1 | -12 | -2 | 4 | -2 | -3 | 0 | -31 | 13 | -25
O=C1CC(N2CCCc3ccccc32)C(=O)N1c1ccccc1Cl (stereo not drawn) | 30 | -2 | 0 | 3 | 0 | 0 | -3 | 0 | 39 | -24
Cc1ccccc1OCC(=O)N/N=C1\CC(=O)CC(C)(C)C1 | 21 | 1 | -1 | 0 | -1 | -4 | -5 | 9 | 8 | -4
NCCSc1c(-c2ccc(Cl)cc2)[nH]c2ccccc12 | -5 | -2 | 4 | 3 | 1 | 3 | . | -7 | 4 | -1
O=C1c2ccccc2NC2(CCCC2)N1O | 6 | -1 | -1 | -4 | 3 | 3 | 4 | 23 | 2 | 4
CC1CCc2c(sc(NC(=O)CSc3ncn[nH]3)c2C#N)C1 (stereo not drawn) | 91* | -33 | 1 | 7 | -2 | 7 | 13 | -38 | 12 | 39
CC(C)C1CC(C(=O)Nc2ccccc2)C(=O)O1 (stereo not drawn) | -9 | 0 | -3 | . | -2 | . | 7 | 6 | -4 | .
O=C(Nc1ccc(Cl)cc1)c1cc(S(=O)(=O)Nc2ccccn2)ccc1Cl | 18 | -7 | -2 | -5 | 2 | 0 | 4 | 8 | -13 | 0
CCOC(=O)c1cc(S(=O)(=O)NCCc2ccc(OC)c(OC)c2)cn1C | -8 | 1 | -5 | -6 | -2 | -5 | -2 | -2 | 7 | -22
COc1ccc(C(=O)Nc2ccc(S(=O)(=O)N3CCc4ccccc43)cc2)cc1 | -51 | 2 | 2 | 13 | -1 | 10 | 4 | 13 | -4 | -4
CC(=O)N/N=C(\C)c1ccc2c(c1)OCCO2 | -30 | -3 | 1 | 2 | 3 | -9 | 1 | 8 | 2 | 1
CC(=O)Nc1cc2c(cc1C(=O)c1ccc(C)cc1)OCCO2 | 8 | 5 | -1 | -2 | -1 | 0 | 8 | 16 | -1 | -50
O=C(COC(=O)C1CCN(c2ccc(C(F)(F)F)cn2)CC1)Nc1ccc(Cl)cc1 | 1 | -5 | -2 | . | -1 | . | 15 | 7 | -2 | .
Cc1ccccc1OCCn1ccnc1 | 2 | 1 | 1 | -3 | 1 | 8 | . | 16 | 15 | -16
Cc1cc(-c2nnco2)c(C)n1-c1ccc(F)cc1 | -52 | 2 | -1 | 1 | -1 | 0 | 6 | -4 | 2 | -3

Records listed so far shown as hits in aSyn 5UTR inh:
| mol | aSyn 5UTR inh | HSF1 inh | GSK3A inh | HSP90 refold inh | GSK3B inh | DYRK1A inh | HSF-1 act | Platelet DG rel | KLF5 inhibitor |
| --- | --- | --- | --- | --- | --- | --- | --- | --- | --- |
| C=CC[n+]1c(-c2ccc(C)cc2)csc1Nc1ccc(NC(C)=O)cc1 | 100* | . | . | -1 | -4 | -6 | . | 20 | 13 |
| CC1CCc2c(sc(NC(=O)CSc3ncn[nH]3)c2C#N)C1 (stereo not drawn) | 91* | -33 | 1 | 7 | -2 | 13 | -38 | 12 | 39 |
